CSN deneddyl inh = CSN deneddylation inhibition. 0.38% of 360,000 active. AID 651999. Purified CSN, SCF-Nedd8-OG deneddylation, fluorescence polarization. inhibition, % at 12.5 µM. Q92905;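 active = pattern-corrected inhibition above about 35%, with an unprinted fluorescence ratio check between 0.5 and 1.5, limit read from the data, passing the limit was not always enough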;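 note: 0% = enzyme with substrate and 100% = substrate without enzyme; some results filed as inactive read as strong as hits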
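Test system: Human Csn5 produced in HEK293T cells | Compound: 12.5 µM single point | Times: 90 min, room temperature | Signal: Fluorescence polarization readout | Read-out basis: % inhibition of substrate cleavage by Csn5 | Controls: no-enzyme wells high, enzyme-with-substrate wells low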
SUMO1 PPI mod = modulators of human SUMO1-mediated protein-protein interactions; SUMO1 binding to a labelled peptide, TR-FRET, 1 h; inhibition, % at 20 µM; 0.33% of 360,000 active; in the data active = inhibition above about 37%
Target sequence (P63165 whole entry, looked up): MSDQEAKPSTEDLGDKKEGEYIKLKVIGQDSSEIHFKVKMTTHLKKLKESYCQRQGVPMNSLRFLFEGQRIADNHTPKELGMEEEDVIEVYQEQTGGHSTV
LMPTP block = blocks human LMPTP phosphatase | P24666 | recombinant LMPTP-A, OMFP fluorogenic substrate, fluorescence intensity | inhibition, % at 20 µM | 0.22% of 360,000 active | AID 651560;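 active = compounds that cut the enzyme signal by at least half of the control window in the single-dose screen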;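 note: plate controls were DMSO wells with enzyme plus substrate for no effect and substrate without enzyme for full effect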
Target sequence (P24666 whole entry, looked up): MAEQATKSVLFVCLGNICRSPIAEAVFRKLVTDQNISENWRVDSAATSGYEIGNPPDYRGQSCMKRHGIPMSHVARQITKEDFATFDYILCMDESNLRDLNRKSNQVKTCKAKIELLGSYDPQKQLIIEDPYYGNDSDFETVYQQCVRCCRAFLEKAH
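Assay system: LMPTP-A enzyme. Input: 0.625 nM LMPTP-A final. Probe or stimulus: 400 µM OMFP. Compound dosing: single 20 µM dose. Schedule: 50 min dark incubation at room temperature. Detection: fluorescence intensity of OMFP turnover product. Read-out: percent inhibition versus substrate-only and uninhibited controls. Benchmarks: no-enzyme low control, uninhibited high control.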
DNMT1 block = inhibitors of human DNMT1 | P26358 | 0.83% of 360,000 active | inhibition (reported as % activation of signal), % at 10 µM | DNMT1 molecular beacon, Hinp1I cleavage, fluorescence | AID 588458; in the data active = inhibition above about 50%
Scp1 inh = inhibitors of human Scp-1 phosphatase; Recombinant Scp1, phosphopeptide, malachite green phosphate absorbance; 0.88% of 340,000 active; inhibition, % at 20 µM; AID 493091;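 active = inhibition above about 50% at 20 µM, limit read from the data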;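 note: plate controls were DMSO wells with enzyme for no effect and wells lacking enzyme for full effect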
Target sequence (Q9GZU7 76-261 limits assumed): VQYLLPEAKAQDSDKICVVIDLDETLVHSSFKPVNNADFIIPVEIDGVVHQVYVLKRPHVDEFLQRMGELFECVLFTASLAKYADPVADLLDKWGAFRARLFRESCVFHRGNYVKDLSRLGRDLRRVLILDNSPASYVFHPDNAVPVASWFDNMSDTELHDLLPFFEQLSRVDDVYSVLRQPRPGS
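Assay system: SCP-1 catalytic fragment, aa 76-261 | Buffer or medium: Tris acetate buffer pH 5.5 with MgCl2 and Tween-20 | Compound: One concentration, 20 µM, with 1.0% DMSO | Also added: Phospho 17-mer peptide substrate | Signal: Absorbance at 630 nm | Incubation: 45 min enzyme reaction at room temperature | Measure: % inhibition of SCP-1 phosphate liberation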
PABP1 MLLE inh = blocks PAM2 peptide binding to the PABP1 MLLE domain. P11940. GST-MLLE / FITC-PAM2 fluorescence polarization. inhibition, % at 20 µM. 0.36% of 360,000 active. AID 588489; in the data active = inhibition above about 35%, passing the limit was not always enough;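 note: plate controls were DMSO wells with GST-MLLE for no effect and wells lacking GST-MLLE protein for full effect; some results filed as inactive read as strong as hits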
NadD block = blocks S. aureus nicotinate mononucleotide adenylyltransferase; purified NadD enzyme, colorimetric absorbance read-out; inhibition, % at 20 µM; 0.78% of 360,000 active; AID 602399; in the data active = inhibition above about 26%; note: some compounds past the cut are filed as inactive
Tb MetRS inh = blocks T. brucei methionyl-tRNA synthetase activity. purified T. brucei MetRS, ATP depletion, Kinase-Glo luminescence. inhibition, % at 11.9 µM. 0.4% of 360,000 active. AID 624268;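 active = inhibition above a per-plate cutoff of the control wells' mean inhibition plus 3 SD, cut at about 5.5% in these data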;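 note: 0% = DMSO wells median and 100% = median of wells with control inhibitor compound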
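Dosing: 11.9 µM single point; system: parasite MetRS enzyme; technique: luminescence of leftover ATP; times: 15 min enzyme-compound preincubation, 2 h reaction, 10 min detection, 25 °C; replicates: each compound tested once; read-out basis: percent inhibition relative to median high and low control wells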
STEP inh = STEP (human) phosphatase inhibition; inhibition, % at 20 µM; AID 588621; 0.25% of 360,000 active; recombinant STEP, OMFP fluorogenic substrate, fluorescence; P54829;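 active = inhibition at 20 µM, scaled per plate between control wells, above about 37%, limit read from the data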;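 note: 0% = DMSO with enzyme and substrate and 100% = substrate only without enzyme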
Target sequence (P54829 whole entry, looked up): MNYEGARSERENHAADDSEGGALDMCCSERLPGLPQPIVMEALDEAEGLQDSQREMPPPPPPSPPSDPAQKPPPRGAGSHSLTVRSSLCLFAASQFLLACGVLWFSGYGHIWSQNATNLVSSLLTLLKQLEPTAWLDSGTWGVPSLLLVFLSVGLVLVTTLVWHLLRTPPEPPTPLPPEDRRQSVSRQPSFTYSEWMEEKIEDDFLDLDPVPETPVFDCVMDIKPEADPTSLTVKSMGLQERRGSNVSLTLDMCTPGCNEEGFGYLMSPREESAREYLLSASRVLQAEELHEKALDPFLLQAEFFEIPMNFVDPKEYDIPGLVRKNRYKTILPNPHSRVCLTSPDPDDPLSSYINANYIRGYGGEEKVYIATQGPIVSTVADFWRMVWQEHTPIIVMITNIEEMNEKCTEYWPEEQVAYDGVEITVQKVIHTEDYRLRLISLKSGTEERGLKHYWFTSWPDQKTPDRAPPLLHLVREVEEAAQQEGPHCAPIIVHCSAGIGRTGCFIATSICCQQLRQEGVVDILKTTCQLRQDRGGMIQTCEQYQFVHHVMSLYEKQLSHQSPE
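Also added – OMFP at 25 µM · Test system – STEP tyrosine phosphatase · Technique – FITC-channel fluorescence of OMFP product · Schedule – 20 min at room temperature, dark · Evaluation – control-normalized % inhibition with plate pattern correction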
Rpn11 inh = inhibitors of human proteasome Rpn11. O00487. human 26S proteasome, Ub4-pepOG fluorescence polarization; 20S core pre-blocked with epoxomicin. calls only at 20 µM. 0.59% of 360,000 active. AID 588493;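 active = inhibition at 20 µM, scaled to each plate's controls, above about 33%, limit read from the data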
Starred values were filed as active, the others as inactive; i = inactive; . = no result given; + = active, no number.

SMILES	CSN deneddyl inh	SUMO1 PPI mod	LMPTP block	DNMT1 block	Scp1 inh	PABP1 MLLE inh	NadD block	Tb MetRS inh	STEP inh	Rpn11 inh
Cc1ccc(NC(=O)OC(C)CNC(=O)Oc2cccc(C)c2)cc1 (stereo not drawn)	-3	2	-0.6	0	-8	-1	-8	-0.5	-2	i
Cc1cc(C)n2c(Nc3ccc4c(c3)OCCO4)c(C3CC3)nc2n1	-4	3	-0.4	.	.	.	-2	-1.1	.	.
CCN(CC)CC#CCC1(O)c2ccccc2-c2ccccc21	0	1	-2.1	-4	-1	9	4	-1.2	-1	i
CCN(CC(=O)NCc1ccc(Cl)cc1)C(=O)Cc1ccc(OC)cc1	0	0	-0.5	1	-5	0	-1	0.1	2	i
O=C(OCCCCOC(=O)c1ccccc1)c1ccccc1	0	8	2.9	4	-4	1	-6	-0.7	1	i
Cn1nccc1C(=O)N1CCOCC1	-1	-2	-0.4	1	4	-6	2	-0.6	3	i
Cn1ccc2c(/C=C/c3ccc(F)cc3)cc3c(c21)C1CCC3C1 (stereo not drawn)	1	-7	1.3	14	.	-5	6	-0.3	1	i
c1cc2c(cnc3cscc32)s1	0	-5	-1.1	0	-3	-6	10	-0.2	-4	i
COc1ccc2oc(C(=O)Nc3ccccc3N3CCOCC3)c(C)c2c1	1	-13	-0.7	-3	-1	-35	7	-0.5	2	i
O=C(Nc1ccc(F)cc1)c1cc2ccccc2o1	1	0	1.0	-2	-12	5	-8	-1.4	2	i
CC(C)CN1C(=O)C(=O)N(CC(=O)Nc2cc(Cl)ccc2Oc2ccccc2)C1=O	-3	0	3.2	-2	-16	14	-13	-0.5	-3	i
O=C(Nc1ccccc1N1CCOCC1)c1csc2c1CCCC2	-2	7	-0.3	0	-11	12	-5	0.1	0	i

Part of the list above in a different format.
Molecule | CSN deneddyl inh | SUMO1 PPI mod | LMPTP block | DNMT1 block | Scp1 inh | PABP1 MLLE inh | NadD block | Tb MetRS inh | STEP inh | Rpn11 inh
Cc1ccc(NC(=O)OC(C)CNC(=O)Oc2cccc(C)c2)cc1 (stereo not drawn) | -3 | 2 | -0.6 | 0 | -8 | -1 | -8 | -0.5 | -2 | i
Cc1cc(C)n2c(Nc3ccc4c(c3)OCCO4)c(C3CC3)nc2n1 | -4 | 3 | -0.4 | . | . | . | -2 | -1.1 | . | .
CCN(CC)CC#CCC1(O)c2ccccc2-c2ccccc21 | 0 | 1 | -2.1 | -4 | -1 | 9 | 4 | -1.2 | -1 | i
CCN(CC(=O)NCc1ccc(Cl)cc1)C(=O)Cc1ccc(OC)cc1 | 0 | 0 | -0.5 | 1 | -5 | 0 | -1 | 0.1 | 2 | i
O=C(OCCCCOC(=O)c1ccccc1)c1ccccc1 | 0 | 8 | 2.9 | 4 | -4 | 1 | -6 | -0.7 | 1 | i
Cn1nccc1C(=O)N1CCOCC1 | -1 | -2 | -0.4 | 1 | 4 | -6 | 2 | -0.6 | 3 | i
Cn1ccc2c(/C=C/c3ccc(F)cc3)cc3c(c21)C1CCC3C1 (stereo not drawn) | 1 | -7 | 1.3 | 14 | . | -5 | 6 | -0.3 | 1 | i
c1cc2c(cnc3cscc32)s1 | 0 | -5 | -1.1 | 0 | -3 | -6 | 10 | -0.2 | -4 | i
COc1ccc2oc(C(=O)Nc3ccccc3N3CCOCC3)c(C)c2c1 | 1 | -13 | -0.7 | -3 | -1 | -35 | 7 | -0.5 | 2 | i
O=C(Nc1ccc(F)cc1)c1cc2ccccc2o1 | 1 | 0 | 1.0 | -2 | -12 | 5 | -8 | -1.4 | 2 | i
CC(C)CN1C(=O)C(=O)N(CC(=O)Nc2cc(Cl)ccc2Oc2ccccc2)C1=O | -3 | 0 | 3.2 | -2 | -16 | 14 | -13 | -0.5 | -3 | i

New compounds follow.
SMILES	CSN deneddyl inh	SUMO1 PPI mod	LMPTP block	DNMT1 block	Scp1 inh	PABP1 MLLE inh	NadD block	Tb MetRS inh	STEP inh	Rpn11 inh
O=C(NCc1ccncc1)c1ccc(-c2ccc(F)c(F)c2)c2ccoc12	-1	-4	1.0	-3	.	-5	6	-0.1	0	i
CCNC(=O)C1CCCN(C(=O)c2ccccc2F)CC1 (stereo not drawn)	0	1	-1.2	1	.	-3	4	-0.2	4	i
COc1ccc(-c2noc(CNS(=O)(=O)c3ccc(NC(C)=O)cc3)n2)cc1	-1	-2	0.5	0	7	-15	-4	-0.3	-4	i
CCC1(C)Cc2ccccc2-c2c1c(=O)n(-c1ccc(C)cc1)c1nnnn21 (stereo not drawn)	3	5	0.7	1	-6	5	5	0.0	4	i
CCOc1cc(/C=C2\C(=O)N(c3nc(-c4ccc(Br)cc4)cs3)N=C2c2ccccc2)ccc1O	4	21	10	96*	-16	-77	77*	-0.1	4	i
CCC(=O)NCCc1nc2cc(NC(=O)c3ccc(F)cc3)ccc2n1C	-2	0	0.0	-1	-14	9	2	-1.4	-2	i
O=C(CSc1nc2c(c(=O)n1-c1ccc(Br)cc1)SCC2)NCC1CCCO1 (stereo not drawn)	-1	-15	-2.2	-1	-2	0	0	-0.6	-1	i
O=C(/C=C/c1ccc(S(=O)(=O)N2CCOCC2)cc1)NCc1ccccc1Cl	2	-13	1.0	-1	-7	7	-4	0.1	-2	i
COc1ccc2cc(CN(CC3CCCO3)S(=O)(=O)c3ccc(C(C)=O)cc3)c(=O)[nH]c2c1 (stereo not drawn)	2	0	-1.8	11	-4	12	0	-1.1	2	i
Cc1ccc(NC(=O)C2CCN(S(=O)(=O)c3cccc4cccnc34)CC2)nc1	-2	3	-1.2	1	-9	11	-1	-0.6	5	i
Cc1ccc2[nH]cc(CCNC(=O)c3ccc([N+](=O)[O-])cc3)c2c1	-3	-23	-0.8	2	-3	-5	-6	-0.2	1	i
CC(C)CN(C(=O)CCC1CCCCC1)c1c(N)n(CC(C)C)c(=O)[nH]c1=O	-4	7	-2.7	-1	-5	-5	-5	0.0	-2	i
CC(=O)Nc1ccc2nc(-c3cccs3)[nH]c2c1	-4	-4	1.1	0	-2	-2	-3	-1.3	-11	i
CCN(CC)C(=O)c1ccc(COc2ccccc2Cl)o1	5	3	3.7	0	-10	12	-5	-1.1	1	i
CCOc1ccc(NS(=O)(=O)c2cc(OC)ccc2OC)cc1	-1	-1	-0.7	-2	6	-2	-3	-0.8	0	i
Cc1ccc(OCC(=O)Nc2ccc(NC(=O)c3ccccc3)c(C)c2)cc1	3	7	0.5	3	-11	2	-2	0.7	-1	i
CC(C)C(OC(=O)c1cc2occc2n1C)C(=O)NCc1ccc2c(c1)OCO2 (stereo not drawn)	-4	-2	0.0	-5	8	-1	-4	-0.2	0	i
O=C(CSc1nnc(CNC(=O)c2ccco2)o1)Nc1ccccc1F	0	4	-0.2	-5	-5	24	-3	0.5	1	i
COc1cccc(-c2cc3nc(-c4ccccc4)cc(N4CCCC(O)C4)n3n2)c1 (stereo not drawn)	2	-1	4.8	-13	1	-3	7	-0.6	0	i
Cc1ccc(/C=C2/CNC/C(=C/c3ccc(C)cc3)C2=O)cc1	4	-4	-2.0	29	-2	0	4	-0.2	5	i
O=C(CSc1ccc(Cl)cc1)N1CCN(c2ccc(Cl)cc2[N+](=O)[O-])CC1	-7	-20	5.2	-3	-10	12	-1	0.6	6	i
O=C(c1cnc(N2CCN(c3ncccn3)CC2)c2ccccc12)N1CCN(c2ncccn2)CC1	2	11	0.9	-4	0	3	-2	-0.5	1	i
CN(C)c1nc(OCCNC(=O)COc2ccccc2Cl)nc(N(C)C)n1	-2	-6	-1.1	-1	-2	5	-3	-1.1	-2	i
Cc1ccc(CCNC(=O)c2sc3nc4n(c(=O)c3c2C)CCC4)cc1	1	2	-1.2	3	-2	-4	9	-0.2	3	i
Cc1ccc(C)n1-c1ccc(C(=O)/C=C/N(C)C)cc1	1	-2	2.0	-8	4	-4	1	-1.2	0	+
O=C1C(Cc2ccc(O)cc2)NC(=S)N1c1ccccc1 (stereo not drawn)	-2	0	0.4	-6	0	-52	-3	-1.0	0	i
COc1ccc(CC(=O)N2CCCC(C)C2)cc1 (stereo not drawn)	2	0	-1.7	-2	-6	9	-2	-1.1	0	i
Cc1cc(NS(=O)(=O)c2ccc(-c3ccccc3)cc2)no1	2	4	-0.8	1	4	2	-2	0.1	2	i
O=C(NC1=NCCS1)C1CCCCC1	4	5	0.6	-1	-7	-11	-3	0.8	3	i
Cc1ccc(C(=O)Nc2cccc(O)c2)cc1S(=O)(=O)N1CCCCCC1	-2	5	0.5	-1	8	-5	-8	-1.0	-1	i
CC(NC(=O)CCNS(=O)(=O)c1cccc2nonc12)c1ccccc1 (stereo not drawn)	0	-20	0.2	0	-1	11	0	0.4	0	i
COC(=O)c1sccc1NC(=O)c1cccnc1	-7	4	-0.7	1	9	-7	0	-1.5	-2	i
Cc1cc(C)cc(C(=O)NCC(=O)OCC(=O)Nc2cccnc2Cl)c1	1	0	0.2	-1	-6	7	-8	-0.7	-2	i
O=C(c1cccs1)N1CCN(c2cccc(Cl)c2)CC1	-3	3	0.2	-1	-2	-5	4	-1.3	-2	i
Cc1ccc(S(=O)(=O)N2[C@@H](c3ccccc3F)C(C(=O)O)=CC[C@H]2c2ccc3c(c2)OCO3)cc1	-5	8	-0.7	2	2	10	2	-0.2	-2	i
COCCNC(=O)C(=O)c1cc(C)n(-c2ccc([N+](=O)[O-])cc2)c1C	8	-14	-0.8	-1	-6	-69	-1	0.5	0	i
O=C(O)[C@@H]1CCCN1C(=O)CCc1c[nH]c2ccccc12	-1	0	-2.1	0	-5	-6	-6	-0.5	3	i
C=CCn1c(-c2ccc([N+](=O)[O-])cc2)n[nH]c1=S	-13	-12	-1.2	9	3	-39	4	-1.3	-2	i
Cc1c(C(=O)NC2CC(=O)N(c3ccc4c(c3)OCCO4)C2)cccc1[N+](=O)[O-] (stereo not drawn)	-1	-9	-1.6	16	-5	10	-1	-0.4	0	i
O=C(NCCCCCCCN1CCCCCCC1)C(C1CCCCC1)C1CCCCC1	55*	-95	0.5	-32	22	0	11	-0.7	3	i
